pPAFAH FP inh = inhibitors of human plasma PAF acetylhydrolase (pPAFAH). recombinant pPAFAH, FP-rhodamine probe fluorescence polarization. inhibition, % at 3.39 µM. Q13093. 330,000 tested, 1.5% active;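 active = inhibition above the mean inhibition across the screen plus 3 SD, cut at about 25% in these data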;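 also: inhibitors block binding of the rhodamine activity-based probe so polarization drops; 0% = enzyme with DMSO and 100% = wells lacking pPAFAH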
Target sequence (Q13093 whole entry, looked up): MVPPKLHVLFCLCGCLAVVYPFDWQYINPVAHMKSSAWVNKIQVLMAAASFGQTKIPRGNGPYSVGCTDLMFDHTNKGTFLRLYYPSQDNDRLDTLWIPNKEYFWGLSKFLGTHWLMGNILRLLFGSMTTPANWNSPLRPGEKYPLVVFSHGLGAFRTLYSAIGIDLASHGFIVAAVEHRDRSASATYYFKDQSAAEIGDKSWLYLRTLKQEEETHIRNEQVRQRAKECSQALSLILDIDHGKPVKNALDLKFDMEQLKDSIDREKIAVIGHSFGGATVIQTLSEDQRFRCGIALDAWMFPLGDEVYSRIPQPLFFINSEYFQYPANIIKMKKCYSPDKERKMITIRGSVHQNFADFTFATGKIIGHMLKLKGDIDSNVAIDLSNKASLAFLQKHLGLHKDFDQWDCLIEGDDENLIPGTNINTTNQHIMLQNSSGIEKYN
MEX-5 binding = C. elegans MEX-5 TCR-2 RNA binding activity; Q9XUB2; activity score (negative = inhibition of binding), % at 10 µM; AID 1832; MEX-5/FITC-TCR2 RNA binding, fluorescence polarization; active compounds read low; 300,000 tested, 0.38% active;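 active = inhibition past about -25% in most replicates, and total fluorescence under double the plate's negative control median, limit read from the data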;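 also: 0% = DMSO and -100% = 5 µM competing unlabeled TCR2 RNA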
Bcl-xL primary = blocks human Bcl-xL binding to Bim BH3 peptide. GST-Bcl-xL / FITC-Bim BH3 peptide fluorescence polarization. inhibition, % at 10.9 µM. 320,000 tested, 0.7% active. AID 2129;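 active = inhibition above the mean of all tested compounds plus 3 SD, cutoff set per campaign, cut at about 30% in these data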;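 also: 0% = DMSO wells and 100% = unlabeled Bim-BH3 peptide competitor; inhibitors lower millipolarization by displacing the labeled peptide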
MCL1 BIM primary = inhibitors of human MCL1 binding to BIM-BH3 peptide | GST-MCL1 / FITC-Bim-BH3 fluorescence polarization | 320,000 tested, 0.68% active | Q07820 | inhibition, % at 10.9 µM;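 active = inhibition above the mean inhibition of all tested compounds plus 3 SD, set per campaign, cut at about 40% in these data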;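 also: 0% = DMSO wells and 100% = unlabeled Bim-BH3 peptide control; higher means more loss of mP so more displacement of Bim peptide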
GLD-1 RNA inh = GLD-1-TGE RNA interaction inhibition (C. elegans); Q17339; purified GLD-1 + fluorescein TGE RNA, fluorescence polarization; inhibition, % at 5.96 µM; 320,000 tested, 0.44% active; AID 2280;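 active = percent inhibition above a per-plate cutoff, the plate mean of test compounds plus 3 SD, cut at about 30% in these data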;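 also: 0% = DMSO wells with GLD-1 and probe and 100% = wells lacking GLD-1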
AHR act = activates the human aryl hydrocarbon receptor; P35869; AHR-responsive luciferase reporter cells, luminescence; 320,000 tested, 2.5% active; activation, % at 5 µM; in the data active = activation above about 47%;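 also: 0% = vehicle wells and 100% = reference agonist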
PAFAH1B2 FP inh = PAFAH1B2 (human) inhibition | 340,000 tested, 1.2% active | recombinant PAFAH1B2, FP-rhodamine activity probe, fluorescence polarization | inhibition, % at 3.39 µM | P68402;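 active = inhibition above the mean of all tested compounds plus 3 SD, cut at about 24% in these data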;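 also: 0% = enzyme with DMSO and 100% = wells lacking PAFAH1B2; many of its hits are not listed in these tables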
Target sequence (P68402 whole entry, looked up): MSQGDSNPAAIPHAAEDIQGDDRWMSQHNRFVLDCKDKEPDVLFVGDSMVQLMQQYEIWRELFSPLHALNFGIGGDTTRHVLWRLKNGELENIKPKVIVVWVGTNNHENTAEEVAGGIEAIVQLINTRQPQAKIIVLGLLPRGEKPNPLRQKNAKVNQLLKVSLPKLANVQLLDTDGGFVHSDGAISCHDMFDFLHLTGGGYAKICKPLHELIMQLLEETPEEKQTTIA
PME-1 primary = PME-1 (human) inhibition; Q9Y570; recombinant PME-1, FP-Rh probe fluorescence polarization; inhibition, % at 5.9 µM; 320,000 tested, 0.53% active;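 active = inhibition above the campaign mean of all compounds plus 3 SD, cut at about 26% in these data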;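 also: competitive labeling of PME-1 active site by serine hydrolase directed probe; 0% = PME-1 with DMSO and 100% = wells lacking PME-1 enzyme; inhibitors block probe labeling so polarization falls and inhibition rises; many of its hits are not listed in these tables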
Target sequence (Q9Y570 whole entry, looked up): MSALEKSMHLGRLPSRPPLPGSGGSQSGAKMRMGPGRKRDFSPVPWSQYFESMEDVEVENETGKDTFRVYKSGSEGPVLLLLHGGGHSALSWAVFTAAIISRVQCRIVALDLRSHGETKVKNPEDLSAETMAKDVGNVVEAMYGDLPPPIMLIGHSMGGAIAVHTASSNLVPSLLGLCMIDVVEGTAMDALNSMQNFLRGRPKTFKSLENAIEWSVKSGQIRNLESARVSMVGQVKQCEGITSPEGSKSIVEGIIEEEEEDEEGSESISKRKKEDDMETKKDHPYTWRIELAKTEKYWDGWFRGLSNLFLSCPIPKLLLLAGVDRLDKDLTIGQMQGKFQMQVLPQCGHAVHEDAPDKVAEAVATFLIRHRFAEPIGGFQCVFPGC
Fam108B counter = blocks mouse Fam108B hydrolase in RBBP9 counter-screen; AID 1947; 300,000 tested, 0.33% active; inhibition, % at 9.51 µM; recombinant Fam108B, FP-Rh probe fluorescence polarization;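 active = inhibition above the screen mean inhibition plus 3 SD, computed separately per campaign, cut at about 18% in these data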;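 also: inhibitors lower polarization as less probe binds the enzyme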
* = called active by the depositor; . = not tested or not shown; & = joins results of further samples. An excerpt; rates above refer to the full screens.

smiles	pPAFAH FP inh	MEX-5 binding	Bcl-xL primary	MCL1 BIM primary	GLD-1 RNA inh	AHR act	PAFAH1B2 FP inh	PME-1 primary	Fam108B counter
O=S(=O)(NCc1ccccn1)c1cc(C(F)(F)F)ccc1Cl	2	-1.4	0	3	-4	-2	3	3	-1
COc1ccc(NC(=O)Cn2c(C)cc(=O)c3cccc(OC)c32)cc1	4	-4.9	3	2	-5	1	4	-2	3
CC(=O)Nc1cc(C(=O)NCCN2CCN(Cc3ccccc3)CC2)ccc1Sc1ccc(C)cc1	0	0.1	2	1	-1	0	1	-3	-4
O=C(/C=C/c1ccc([N+](=O)[O-])cc1)NCCN1C(=O)S/C(=C\c2ccc(F)cc2)C1=O	-1	-0.6	1	2	-2	0	-3	6	-1
Cc1cc(C)n(CC(=O)NC2CCCCC2C)c(=O)c1C#N (stereo unspecified)	-1	-2.0	1	-2	6	-1	2	3	-3
COc1cccc(C(=O)NNC(=O)Cc2csc(N)n2)c1	1	-3.0	7	4	7	4	5	-4	8
COc1ccc(C(=O)Cn2nnc(-c3ccccc3NC(=O)C3CCCCC3)n2)cc1	-1	6.0	-6	-8	-23	-1	6	-8	-7
Cc1ccc(C)c(N(CC(=O)NC2CCCC2)C(=O)c2oc(C(C)(C)C)cc2C)c1	6	1.3	2	2	4	3	8	1	-3
O=C(NCc1ccccn1)c1n[nH]c2ccccc12	4	0.6	-3	4	3	7	-3	1	0
CCN(CC(=O)Nc1ccccc1C(F)(F)F)C(=O)Cc1cccs1	-5	.	4	2	-4	1	1	1	.
O=C(CCNC(=O)c1ccccc1)N/N=C/c1ccc([N+](=O)[O-])cc1	4	-1.6	-2	2	-4	4	1	-2	-1
O=C(O)CC(C(=O)O)n1nc(-c2ccccc2)cc1-c1ccccc1 (stereo unspecified)	2	-0.8	7	0	7	27	7	-2	1
COc1ccc(NC2CCCN(C(=O)c3ccccc3C(F)(F)F)C2)cc1 (stereo unspecified)	-2	-3.3	-3	1	7	4	-5	2	1
O=C(C1CCC(CNc2c(N3CCCCC3)c(=O)c2=O)CC1)N1CCN(c2ccccn2)CC1 (stereo unspecified)	-5	2.8	2	-5	4	-3	-2	0	-2
CCOc1ccc(/C(C)=N/NC(=O)C(OC)c2ccccc2)cc1 (stereo unspecified)	1	-1.5	2	-4	2	1	-2	-2	-4
O=C(O)CC1S/C(=N/N=C/C=C/c2ccccc2)NC1=O (stereo unspecified)	1&6	-1.9&-5.2	4&8	14&14	1&3	-1&-1	-1&-2	1&-2	-2&1
CCOc1ccc(N(CC(=O)N2CCCCC2)S(=O)(=O)c2ccc(Cl)cc2)cc1	6	1.3	6	8	3	-2	-1	12	-2
CC(=O)NCCc1nc2ccccc2n1Cc1ccc(C)cc1	0	4.7	4	5	6	2	-6	-4	1
O=C1CC(N2CCN(Cc3ccc4c(c3)OCO4)CC2)C(=O)N1c1cccc2ccccc12 (stereo unspecified)	-2	1.1	6	0	1	0	-1	-2	2
CCCN1CCN(C(=O)c2ccc(F)c(S(=O)(=O)N3CCOCC3)c2)CC1	2	.	1	0	1	0	9	1	.
CC(C)Nc1cc(N2CCCC2)ccc1[N+](=O)[O-]	10	-0.6	3	2	-1	3	0	1	-1
O=C1Nc2ccccc2S/C1=C/c1cccs1	7	-16	4	2	-4	7	-2	4	1
COc1cc(OC)c(N2CC(C(=O)Nc3cc(Cl)ccc3N3CCOCC3)CC2=O)cc1Cl (stereo unspecified)	-3	.	-1	-7	6	0	1	5	.
N#CCCc1cccc(CCC#N)c1	0	0.4	0	-2	0	2	1	2	1
O=C(NC1CCCCC1)c1cc2nc3c(c(C(F)(F)F)n2n1)CCCC3	4	-1.1	7	9	5	-9	1	2	-2
COc1ccc(CNS(=O)(=O)c2ccc(-c3ccc(=O)[nH]n3)s2)cc1OC	2	2.3	1	6	5	5	3	0	-1
COc1ccccc1NC(=O)c1ccc(Cl)c(S(=O)(=O)N2CCOCC2)c1	2	-0.1	6	5	7	16	1	-1	7
CCOc1ccccc1N(CC(=O)OC)S(=O)(=O)c1ccccc1	-8	.	3	8	4	2	4	-1	-1
Cc1cnc(=O)[nH]c1SCc1ccc(C(F)(F)F)cc1	9	3.7	8	7	7	1	2	1	2
CCCOc1ccc(C(=O)NC(=S)Nc2nc(C)c(C(=O)N(C)C)s2)cc1	9	0.2	8	17	4	-5	-1	-3	-4
Cc1ccc(NC(=O)C2CSC3(C)CCC(=O)N23)cc1S(=O)(=O)N1CCCCCC1 (stereo unspecified)	-4	.	2	-2	6	0	-5	4	.
COc1ccccc1CNC(=O)c1ccccc1N	2	2.3	4	3	1	1	2	-5	-1
CC(=O)Nc1cc[n+](C(C)C(=O)c2ccc(Br)cc2)cc1 (stereo unspecified)	2	-2.7	3	-7	-7	0	1	-2	0
COC(=O)c1ccc(-c2nc(CN3CCC(C(=O)N4CCOCC4)CC3)c(C)o2)cc1	3	-2.9	-1	-1	2	-1	-1	-5	5
O=C(Cc1c[nH]c2ccccc12)NCc1ccncc1	3	1.2	-1	3	3	19	-1	6	8
Cc1cccc(C)c1NC(=O)CS(=O)CC(=O)Nc1ccc(F)cc1F (stereo unspecified)	1	-0.6	0	3	-2	2	0	-2	-1
COc1ccc(CN2CCC(C(=O)N3CCN(c4ccccc4F)CC3)CC2)cc1OC	-1	0.6	-2	3	-3	1	2	5	4
CCn1ccnc1CNC(=O)CC1C(=O)NCCN1CC(c1ccccc1)c1ccccc1 (stereo unspecified)	0	0.9	14	14	6	0	9	-2	2
CC(C)(C)C1CCC2(CC1)C(Nc1cccc(C(F)(F)F)c1)=NC(=S)N2CC#N (stereo unspecified)	-4	-1.8	0	5	4	0	3	-2	4
Cc1ccc(S(=O)(=O)c2c(C(=O)c3ccccc3)cnc3cc4c(cc23)OCCO4)cc1	1	1.9	3	3	1	-1	-8	-7	-10
O=C(CN1CCN(C(=O)C2CCCO2)CC1)Nc1ccc(Cl)c(Cl)c1 (stereo unspecified)	1	-1.5	0	-12	3	-1	2	1	2
COc1ccc(N(C(=O)c2cc3ccccc3oc2=O)C2C=CS(=O)(=O)C2)c(OC)c1 (stereo unspecified)	-3	0.9	-1	-11	-13	2	5	-3	5
COc1cccc(NC(=S)NCc2ccncc2)c1	5	2.3	5	17	7	7	-3	-1	-1
Cc1ccc(/C(N)=N/OC(=O)CCC2CCCCC2)cc1	3	1.6	5	4	1	0	5	2	0
O=C(CNc1cccc2ccccc12)N/N=C/c1ccc([N+](=O)[O-])cc1	9	-4.3	1	7	6	26	1	1	-1
Cc1ncsc1CCOC(=O)c1ccc([N+](=O)[O-])cc1	0	-1.5	5	7	2	3	1	-7	4
O=C(CN1C(=O)NC2(CCc3ccccc32)C1=O)NCc1ccccc1Cl (stereo unspecified)	1	.	0	2	2	4	-2	2	.
Cc1nn(C)cc1C(=O)Nc1c(C)nn(Cc2ccccc2Cl)c1C	-2	0.8	-1	1	6	0	-1	2	0
O=C(COc1ccc(Cl)cc1)NCCc1ccccn1	4	-0.1	6	1	-4	36	5	-1	6
CCc1ccc(C(=O)C(C)OC(=O)c2nn(C)c(=O)c3ccccc23)cc1 (stereo unspecified)	7	0.5	6	2	5	2	10	4	0
O=C(N(c1ccccn1)c1ccccn1)C12CC3CC(CC(Cl)(C3)C1)C2	1	-0.3	3	-1	2	0	13	-1	-2
Cc1cccc(C(=O)OCC(=O)Nc2nccs2)c1	-1	-0.6	1	6	3	3	0	4	0
c1ccc(Cn2ncc3c(N4CCN(C(c5ccccc5)c5ccccc5)CC4)ncnc32)cc1	-8	-1.1	1	2	1	-2	1	-18	-7
COc1cccc(C(NC(=O)c2ccccc2F)NC(=O)c2ccccc2F)c1	3	2.6	8	4	3	2	1	-2	-2
CC(=O)Nc1ccc(S(=O)(=O)Nc2ccc3nc(C)sc3c2)cc1	6	.	.	.	6	0	0	.	.
COCCCNC(=O)CCc1ccccc1	-1	0.4	0	-3	-6	1	-2	-2	4
CC(C)Oc1ccc(S(=O)(=O)N2CCCCC2)cc1NC(=O)CC1OC(=O)c2ccccc21 (stereo unspecified)	7	1.1	-3	-8	-2	0	4	-2	2
O=S(=O)(c1ccccc1)c1nc(-c2ccccc2)oc1N1CCOCC1	0	0.8	6	3	7	3	-2	8	4
S=C1NC2CCCCC2N1 (stereo unspecified)	3	-1.6	5	5	-6	0	4	-3	-2
N#C/C(=C\c1c[nH]c2ccccc12)c1nnc2n1CCCCC2	4	-1.9	3	11	5	-12	1	1	2

Other compounds follow.
smiles	pPAFAH FP inh	MEX-5 binding	Bcl-xL primary	MCL1 BIM primary	GLD-1 RNA inh	AHR act	PAFAH1B2 FP inh	PME-1 primary	Fam108B counter
COc1ccc(C(O)(CCC(C)C)C(CN2CCOCC2)c2ccc(Cl)cc2)cc1 (stereo unspecified)	4	-0.5	7	7	10	1	4	-1	-1
Cc1ccc(NC(=O)CC2C(=O)NCCN2C(=O)c2ccc(F)cc2)cc1 (stereo unspecified)	4	-0.5	-1	-8	0	-2	1	3	4
CCCn1c(=O)c2c(nc3n2CC(C)CN3Cc2ccccc2)n(C)c1=O (stereo unspecified)	9	1.8	-4	-2	2	4	1	2	-1
CCOC(=O)CN1C(=O)CC(c2ccc([N+](=O)[O-])cc2)C1=O (stereo unspecified)	0	0.6	6	3	3	0	-1	1	5
COc1cccc(NC(=S)Nc2ccc(Br)cc2Cl)c1	1	0.4	9	13	5	1	-1	-1	4
Cc1cccc(N(CC(=O)NC(C)(C)C)C(=O)CS(=O)CC(=O)Nc2ccc(F)cc2)c1 (stereo unspecified)	-2	-0.7	-7	3	1	-2	11	0	4
O=c1nc(-c2ccccc2)cc(C(F)(F)F)[nH]1	-1	-1.7	3	1	7	-6	3	18	4
O=C(O)c1ccc(S(=O)(=O)NCc2cccnc2)cc1	2	0.8	1	2	3	0	3	7	0
COc1ccc(CC(=O)NCC2CCCN(Cc3ccc(SC)cc3)C2)cc1 (stereo unspecified)	-7	-2.4	0	-7	-7	18	4	-2	3
COc1ccc(OCC(=O)Nc2ccc3c(c2)OCO3)cc1	4	-1.5	5	9	6	3	2	-7	5
O=C1c2ccccc2NC(c2ccc(O)c(O)c2)N1c1ccccc1Cl (stereo unspecified)	-3	-4.8	-8	-4	0	10	0	-3	-2
Cc1ccc(-c2csc(NC(=O)c3ccc4c(=O)n5c(nc4c3)CCCCC5)n2)cc1	5	-1.7	3	4	6	1	-11	4	-15
CCC1CCC(C(=O)NC(CCSC)C(=O)NCCc2ccc(S(N)(=O)=O)cc2)CC1 (stereo unspecified)	4	2.1	4	8	1	0	4	2	-1
COC(=O)c1cn(NC(=O)c2cccnc2)c(=O)c2ccccc12	2	-0.1	2	0	-1	1	1	3	0
COC(=O)c1cc(S(=O)(=O)NCCCN2CCCC2=O)cn1C	2	-2.1	8	5	5	0	0	-5	3
O=C1CNC(=S)N1CCc1ccccc1Cl	2	0.5	-2	5	-2	-2	12	1	-2
